From PubChem BioAssay
M18AAP inhibitor: PfM18AAP inhibitors, malaria aminopeptidase, primary screen, biochemical, QFRET, recombinant enzyme | H-Glu-NHMec fluorogenic cleavage | inhibition, % at 7.35 µM | 290,000 tested, 1.2% active | AID 1822, 2009;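 active = inhibition above the campaign mean inhibition over all tested compounds plus 3 SD, cut at about 28% in these data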;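 note: 0% = plate median of test compound wells and 100% = 2 mM ZnCl2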
GPR7 antag: GPR7 receptor antagonists, primary screen, cell-based, fluorescence, single concentration; 290,000 tested, 1.1% active; AID 1861, 2009; Neuropeptides B/W receptor type 1 (Homo sapiens), P48145; GPR7-expressing cells, fluorescence antagonist assay; inhibition, % at 4.4 µM; in the data active = inhibition above about 16%, passing the limit was not always enough;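 note: cells stimulated with the agonist NPW; 0% = agonist with vehicle and 100% = vehicle without agonist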
Target sequence (P48145 whole entry, looked up): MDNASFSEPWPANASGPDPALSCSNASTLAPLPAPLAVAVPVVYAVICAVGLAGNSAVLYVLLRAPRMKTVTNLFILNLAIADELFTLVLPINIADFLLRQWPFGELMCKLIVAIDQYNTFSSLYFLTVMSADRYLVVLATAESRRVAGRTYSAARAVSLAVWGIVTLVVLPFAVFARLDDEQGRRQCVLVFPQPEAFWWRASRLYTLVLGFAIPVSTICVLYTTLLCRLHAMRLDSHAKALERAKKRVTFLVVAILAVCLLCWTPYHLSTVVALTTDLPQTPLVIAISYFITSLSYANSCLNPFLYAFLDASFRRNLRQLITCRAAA
MEKK2 mut-MEK5: MEK5 binding signal on mutant MEKK2 PB1, primary screen, biochemical, multiplex bead flow cytometry, Alexa488-MEK5 | Alexa488-MEK5 binding to MEKK2 mutant | 290,000 tested, 0.35% active | AID 1530, 2009 | percent response, % at 10 µM; in the data active = percent response above about 24%, passing the limit was not always enough; note: inactives centre near 1; some results filed as inactive read as strong as hits
OXTR agonist: human OXTR agonists, primary screen, fluorescence, CHO-OTR cells, Fluo-8 calcium; Oxytocin receptor (Homo sapiens), P30559; Fluo-8 calcium fluorescence; normalized: DMSO 0%, oxytocin 100%; activation, % at 3 µM; 320,000 tested, 0.32% active;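 active = activation above the mean of all tested compounds plus 3 SD, cutoff set per screening run, cut at about 20% in these data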;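 note: peak over basal fluorescence ratio from a 100 s FLIPR kinetic read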
OXTR potentiate: human OXTR potentiators, primary screen, fluorescence, CHO-OTR cells, Fluo-8 calcium. AID 2445, 2010. activation, % at 3 µM. 320,000 tested, 0.061% active. Oxytocin receptor (Homo sapiens), P30559. Fluo-8 calcium fluorescence, potentiator mode; 0% = oxytocin EC15, 100% = EC100;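 active = activation above that plate's cutoff, the mean activation of tested compounds plus 3 SD, cut at about 6.6% in these data, passing the limit was not always enough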;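 note: 100% uses oxytocin at 75 nM as the full agonist control; some results filed as inactive read as strong as hits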
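System: human OTR in CHO cells / Also added: sub-maximal oxytocin, roughly EC15 / Control set: EC15 oxytocin low, 75 nM oxytocin high / Schedule: 6 min compound pre-incubation at room temperature, 100 s kinetic read / Compound: single-point 3.0 µM / Replication: singlicate / Technique: Fluo-8 calcium dye fluorescence / Read-out basis: % activation of max/min ratio relative to oxytocin controls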
GalR3 antag: GalR3 antagonists in HEK293 cells, primary screen, cell-based, fluorescence readout. inhibition, % at 3 µM. HEK293 GalR3-CNG cAMP membrane potential fluorescence; galR3 body fused to GalR1 C-terminus. 360,000 tested, 0.44% active;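 active = inhibition above the screen-wide average plus 3 SD, cut at about 13% in these data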;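 note: forskolin and galanin both at EC90 stimulate the cells; cAMP rise reported by CNG channel membrane potential dye signal; 0% = forskolin plus galanin with DMSO and 100% = forskolin alone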
Target sequence (O60755 1-299 limits assumed): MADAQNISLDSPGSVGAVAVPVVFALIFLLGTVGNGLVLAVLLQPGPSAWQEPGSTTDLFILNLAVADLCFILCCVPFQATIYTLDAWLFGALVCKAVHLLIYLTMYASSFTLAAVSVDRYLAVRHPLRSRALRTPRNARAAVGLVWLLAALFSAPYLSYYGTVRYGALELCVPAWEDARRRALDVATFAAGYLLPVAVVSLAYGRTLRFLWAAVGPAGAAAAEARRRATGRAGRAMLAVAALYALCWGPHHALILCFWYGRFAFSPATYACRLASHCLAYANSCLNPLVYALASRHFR
NALP1 yeast inh: NALP1 inflammasome inhibitors in reconstituted yeast, colorimetric, S. cerevisiae, triplicate retest | S. cerevisiae NALP1/ASC/caspase-1 growth, X-gal OD620, 72 h | inhibition, % at 10 µM | 280,000 tested, 0.61% active | AID 2071, 2009; in the data active = inhibition mostly above about 24%, no sharp cut-off; inactive = mostly below about 32%; note: some compounds called inactive have numbers as strong as hits
MEKK2 WT-MEK5: modulators of MEK5 binding to wildtype MEKK2, primary screen, biochemical, multiplex bead flow cytometry, Alexa488-MEK5; Mitogen-activated protein kinase kinase kinase 2 (Homo sapiens), Q9Y2U5; Alexa488-MEK5 binding to MEKK2 WT; actives lie on both sides; binding response (% of control), % at 10 µM; 290,000 tested, 1.1% active; in the data active = binding response below about 67% or above about 130%
V1aR counter: agonists of human V1a receptor, primary screen, counter-screen for OXTR agonist project, fluorescence, CHO-V1R cells; 320,000 tested, 0.25% active; AID 2797, 2010; Vasopressin V1a receptor (Homo sapiens), P37288; activation, % at 3 µM; Fluo-8 calcium fluorescence, agonist mode; 0% DMSO, 100% 3 nM vasopressin;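 active = activation above the mean activation of all tested compounds plus 3 SD, per screening run, cut at about 20% in these data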;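 note: signal is peak over basal fluorescence ratio across a 100 second FLIPR read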
Target sequence (P37288 whole entry, looked up): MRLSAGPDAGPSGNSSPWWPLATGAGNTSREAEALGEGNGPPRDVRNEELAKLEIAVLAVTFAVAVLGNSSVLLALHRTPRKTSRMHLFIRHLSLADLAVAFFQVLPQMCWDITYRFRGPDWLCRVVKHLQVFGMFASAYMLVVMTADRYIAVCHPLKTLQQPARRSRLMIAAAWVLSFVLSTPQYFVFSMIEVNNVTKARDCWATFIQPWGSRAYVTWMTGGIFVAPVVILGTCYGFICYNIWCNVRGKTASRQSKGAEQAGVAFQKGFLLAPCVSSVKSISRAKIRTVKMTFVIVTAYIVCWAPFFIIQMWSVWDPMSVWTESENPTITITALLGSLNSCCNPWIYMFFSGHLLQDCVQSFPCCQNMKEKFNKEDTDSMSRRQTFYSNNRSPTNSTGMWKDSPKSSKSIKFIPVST
The depositor's hits bear a star; . = no result given.

SMILES	M18AAP inhibitor	GPR7 antag	MEKK2 mut-MEK5	OXTR agonist	OXTR potentiate	GalR3 antag	NALP1 yeast inh	MEKK2 WT-MEK5	V1aR counter
C/C(=N\NC(=O)c1nnn(-c2nonc2N)c1-c1ccc2c(c1)OCO2)c1ccccc1	10	-23	-1	10	-8	-4	26	98	4.5
CCN=C(NCC)SC1CC(=O)N(c2ccccc2)C1=O (stereo unspecified)	1	5	0	-0.7	-19	-4	18	96	1.1
COc1ccccc1-c1n[nH]c(=S)n1N	6	-4	-1	12	0	2	-10	106	1.6
Cc1cc(C)nc(/N=C(/NC(=O)Nc2ccc(Cl)c(Cl)c2)Nc2ccccc2)n1	-6	-3	7	1.8	-1	.	27	101	1.5
CNS(=O)(=O)c1cccc(C(=O)OCC(=O)Nc2ccccc2OC(F)F)c1	3	3	4	1.0	-12	1	24	110	2.8
CCN(CC(=O)Nc1cccc(OC)c1)C(=O)c1ccco1	-2	2	0	-0.5	-7	-10	1	102	0.1
Cn1c(=O)c(=O)n(C)c2cc(S(=O)(=O)N3CCN(c4ccc(F)cc4)CC3)ccc21	0	-2	-3	-1.7	-7	2	30	91	-0.1
COc1ccc(C(=O)C2CCCN(C(=O)c3cnsn3)C2)c(C)c1 (stereo unspecified)	-1	-18	-2	0.8	2	-7	-8	98	-0.2
CN(C)C=Nc1ccccc1C1C=NNC1=O (stereo unspecified)	23	-10	-7	0.0	-5	.	11	96	0.8
O=C(OCC(=O)N1CCN(c2ccccc2)CC1)c1cc(Br)ccc1Cl	.	.	.	-2.4	-6	-3	.	.	0.1
C[C@@]12CCC3[C@@](CCC4[C@@]3(C)CCC[C@@]4(C)C(=O)Nc3ccc(Cl)cc3)(CC1=O)C2 (stereo partly specified)	.	.	.	-0.2	2	-3	.	.	-0.1
CCOC(=O)c1[nH]ncc1CN1CCCC(C(=O)c2cc(Cl)ccc2OC)C1 (stereo unspecified)	1	-8	-11	1.3	-7	-8	33*	95	3.8
CC(C)(CO)NCC(O)COc1ccc2c(c1)CCC2 (stereo unspecified)	0	-7	-1	1.2	-7	-5	24	99	1.0
COc1cc(/C=N/NC(N)=O)cc(Br)c1OCc1ccccc1C	5	-7	-1	-0.7	-17	3	22	94	0.5
Cc1cc(NC(=O)CSc2nc3ccc(Cl)cc3[nH]2)no1	-1	5	-1	2.2	-8	-3	2	98	4.9
COc1ccc(N=C2SC(CC(=O)Nc3ccccc3OC)C(=O)N2Cc2ccco2)cc1 (stereo unspecified)	-66	5	-2	0.2	-7	-4	33	98	0.8
CCCc1nc(SCC(=O)Nc2ccccc2)c2c(=O)n(C)c(=O)n(C)c2n1	4	-5	1	-0.9	-5	.	17	94	-0.7
CCOC(CCNC(=O)c1cc2c(=O)[nH]c3ccccc3c2s1)OCC	-1	-2	11	4.6	0	0	3	108	-0.4
COc1ccc(S(=O)(=O)N(C)C)cc1NC(=O)CCNC(=O)c1ccccc1OC	-3	-13	6	-0.6	-6	-11	26	96	3.8
CCCS(=O)(=O)c1c(S(=O)(=O)CCC)c2cc(CC)ccn2c1C(=O)OC	-2	-6	-2	-2.6	-5	-1	2	98	-1.5
COc1cccc(/C=C/C(=O)NNC(=O)c2ccncc2)c1	.	.	.	1.6	-1	-4	.	.	0.1
Cc1ccc2[nH]c(=O)c(NC(N)=S)nc2c1	-8	-4	6	-1.0	2	-7	0	108	0.0
Cc1cc(C)cc(OCc2nnc(N)s2)c1	-13	-14	-1	-0.2	-1	-6	.	101	0.6
O=C(CCN1C(=O)/C(=C/c2ccc(Cl)cc2)SC1=S)NCCCn1ccnc1	4	-13	6	2.5	-11	2	-47	109	3.5
O=C1CCC(c2ccc(-n3ccnc3)cc2)=NN1	.	.	4	-0.7	-4	11	.	111	1.1
COc1ccc(S(=O)(=O)N2CCC(C(=O)NCCc3ccccc3)CC2)cc1OC	6	-4	2	0.3	-3	-6	14	94	-0.7
O=C(NC1CCCCCC1)c1ccc(CS(=O)(=O)Cc2ccc(F)cc2)o1	-2	-4	3	-0.8	-12	-1	21	102	1.4
CSCCC(NC(=O)COc1ccccc1)C(=O)NCC1COc2ccccc2O1 (stereo unspecified)	-5	9	3	0.0	-8	-2	18	102	-0.5
O=C(NCC(=O)N1CCCCCC1)c1ccc(Cl)cc1	-12	-2	3	0.1	-3	-2	17	111	0.1
Cc1nc(-c2ccc(F)cc2)c(CC(=O)N2CCN(S(=O)(=O)c3cccc(Cl)c3)CC2)s1	.	.	.	-2.8	-3	-1	.	.	-1.8
O=C(COC(=O)C1=COCCO1)NC1CCCCCCC1	-7	0	-2	0.3	-9	-4	4	99	-0.6
CCc1ccc(C(C)(O)C(CN2CCOCC2)c2ccccc2)cc1 (stereo unspecified)	-13	-3	7	-1.3	2	-7	18	109	0.3
O=c1c2ccccc2cnn1Cc1n[nH]c(=S)n1C1CC2CCC1C2 (stereo unspecified)	5	-7	-1	0.4	-2	5	.	100	0.7
CCCCc1nc(C(N)=O)c2[nH]c(=O)n(-c3ccccc3F)c2n1	3	-12	2	-0.2	-5	.	8	98	0.2
CC(=O)Nc1ccc(NC(=O)C(C)OC(=O)CN(C)S(=O)(=O)c2ccc(Cl)cc2)cc1 (stereo unspecified)	10	-3	11	2.5	-12	0	-4	109	2.1
Cc1onc(-c2ccccc2)c1C(=O)Nc1ccc(S(=O)(=O)N2CCCC2)cc1	13	11	0	1.1	-11	-5	-4	103	1.5
COc1ccc(-n2nc([N+](=O)[O-])c(=NCCc3ccc(Cl)cc3)n2O)cc1	-3	10	.	-0.6	-4	-1	-5	.	0.3
COc1ccc(-c2nnc(SCc3ncc(-c4ccccc4)o3)o2)cc1	-2	0	-3	1.2	-14	-3	8	97	1.9
COc1ccc2[nH]c(=O)c(CN(Cc3cccs3)Cc3nnnn3C(C)(C)C)cc2c1	-4	-1	11	-1.4	-5	-2	39	108	0.9
CCCCCOC(=O)Cn1c(SCC(=O)Nc2ccccc2)nc2c1c(=O)[nH]c(=O)n2C	7	-3	2	-1.2	-22	3	12	100	-0.9

Of the compounds above, these contain bromine.
SMILES	M18AAP inhibitor	GPR7 antag	MEKK2 mut-MEK5	OXTR agonist	OXTR potentiate	GalR3 antag	NALP1 yeast inh	MEKK2 WT-MEK5	V1aR counter
O=C(OCC(=O)N1CCN(c2ccccc2)CC1)c1cc(Br)ccc1Cl	.	.	.	-2.4	-6	-3	.	.	0.1
COc1cc(/C=N/NC(N)=O)cc(Br)c1OCc1ccccc1C	5	-7	-1	-0.7	-17	3	22	94	0.5

Following part:
SMILES	M18AAP inhibitor	GPR7 antag	MEKK2 mut-MEK5	OXTR agonist	OXTR potentiate	GalR3 antag	NALP1 yeast inh	MEKK2 WT-MEK5	V1aR counter
C=CCN1CC2CC3(COc4cc(C)cc(C)c4)C=CC2(O3)C1=O (stereo unspecified)	-2	-14	9	-2.0	0	-1	-6	109	-0.4
CCC(C)(C)NC(=O)c1cc([N+](=O)[O-])ccc1N1CCOCC1	-2	-11	1	-2.1	-9	0	.	113	0.0
COc1ccc(CNS(=O)(=O)c2ccc3c(c2)CCN3C(=O)C2CCC2)cc1	1	6	1	6.2	-18	-1	10	100	5.0
O=C(NC1=NC2CCCCC2N1)c1ccccc1 (stereo unspecified)	10	-8	8	0.0	-9	-2	16	108	0.6
O=C(O)c1ccc(CSCc2ccccc2F)o1	4	-3	6	0.0	-10	1	-6	106	0.1
O=C(COC(=O)c1ccccc1Br)NC1CCCCCCC1	.	.	.	-1.7	-3	-5	.	.	-1.2
Cc1cc(/C([O-])=C(/C(=S)Nc2ccccc2)[n+]2ccccc2)c(C)n1-c1ccccc1	16	-10	2	0.1	-12	0	-4	101	-0.1
O=C(COC(=O)c1cncc(Br)c1)NCc1cccs1	.	.	.	0.9	1	-4	.	.	1.5
O=C(c1cccc(S(=O)(=O)N2CCOCC2)c1)N(Cc1ccco1)Cc1cccs1	.	.	.	1.3	-3	-6	.	.	2.9
O=C(NCCN1CCOCC1)c1ccc(Cl)c(S(=O)(=O)N2CCCCC2)c1	-5	-13	2	0.8	-4	-2	13	103	2.2
CCCCn1c(SCC(=O)NCc2ccco2)nc2ccc(N3CCOCC3)cc2c1=O	19	-9	-1	-0.8	-8	-6	-1	95	-0.8
C=CC[C@@H](CC(=O)N[C@@H](CO)Cc1ccccc1)C(=O)N[C@H](COC(=O)[C@H](CC=C)CC(=O)OC(C)(C)C)Cc1ccccc1	.	.	.	0.4	-9	-4	.	.	1.0
CCCC(=O)Nc1nc(C)c(-c2csc(Nc3ccccc3C)n2)s1	9	-6	-1	-0.5	-7	-1	-4	99	-0.1
COc1cc(/C=N/Nc2cccc3cccnc23)cc(OC)c1O	30*	-3	-14	-2.5	-16	0	-11	58	-0.3
CC(C)(C)c1[nH]nc2c1C(c1ccsc1)C(C#N)=C(N)O2 (stereo unspecified)	11	-4	0	-1.9	-8	-6	-4	116	0.2
CC(C)c1ccc(NS(=O)(=O)c2ccc3c(c2)oc(=O)n3C)cc1	4	25	2	5.8	-8	-7	11	105	5.9
CCCCNC(=O)CSc1nnc(NC(C)=O)s1	1	-8	-5	1.0	-5	-3	4	91	1.6
NS(=O)(=O)c1ccc(N/N=C/c2ccc(O)cc2O)c([N+](=O)[O-])c1	14	1	2	1.7	-3	2	12	104	0.1
CCC1Oc2ccccc2N(CC(=O)NCCCN2CCN(Cc3ccccc3)CC2)C1=O (stereo unspecified)	12	-2	0	1.9	-2	-9	19	97	0.8
COC(=O)c1cc(C(=O)CSc2nc(C)cc(C)n2)ccc1O	5	8	.	-2.5	-10	-5	10	.	-1.2
C/C(N)=C(/C#N)C(=O)COC(=O)C1=NN(c2ccccc2)C(=O)CC1	-2	-1	12	0.3	-11	-6	6	116	0.1
O=C(CSc1nc(=O)n(CCCN2CCOCC2)c2c1CCCC2)Nc1cccc(Cl)c1	.	.	.	0.8	0	-4	.	.	-0.9
CC1CCN(CCOc2ccc(Cl)c(Cl)c2)CC1	3	-1	-2	0.0	-1	-3	58	96	1.5
O=C(CCn1cnnn1)Nc1ccc(Cl)cc1Cl	-9	-4	1	-0.2	4	-4	-2	98	0.2
Cc1sc(NC(=O)C2CCCCC2C(=O)O)c(C(N)=O)c1-c1ccc(C(C)C)cc1 (stereo unspecified)	3	15	7	4.4	-9	1	-1	100	4.7
O=C(CCCn1c(SCc2cccc(F)c2)nc2ccccc2c1=O)NCC1CCCO1 (stereo unspecified)	0	-15	-10	-0.7	-1	-3	11	95	0.4
